Dengue-2 NS5 capping: Dengue-2 NS5 methyltransferase inhibitors, primary screen, biochemical, confirmation dose response (AID 588689); Dengue-2 NS5 methyltransferase capping enzyme assay, biochemical; higher % means a stronger effect; actives 0.3% (n = 340,000); Genome polyprotein (Dengue virus type 2 (strain 16681-PDK53)); one-dose inhibition, % at 25 µM; IC50 in µM for titrated hits; in the data active = a potency from the dose series
West Nile antiviral: West Nile virus antiviral activity, cell-based, CPE readout (AID 1621); West Nile virus-infected cells, CPE inhibition; higher % means a stronger effect; CPE inhibition, % at 10 µM, or IC50 in µM where a hit was titrated; actives 0.02% (n = 290,000); in the data active = a potency from the dose series; note: strong numbers were not always called active
KOR beta-arrestin-1: KOR antagonists, beta-arrestin recruitment, cell-based, luminescence, uHTS (AID 1778) | KOR beta-arrestin recruitment, luminescence, antagonist mode; higher % means a stronger effect | inhibition, % at 10 µM; hits with a dose series show IC50 in µM | actives 0.091% (n = 290,000); in the data active = inhibition above about 50%; note: strong numbers were not always called active
GPR55 activation: GPR55 agonists via beta-arrestin recruitment, primary screen, imaging, U2OS cells, beta-arrestin-GFP redistribution (AID 1961); G-protein coupled receptor 55 (Homo sapiens); actives 0.048% (n = 290,000); U2OS GPR55 beta-arrestin-GFP redistribution imaging; higher % means a stronger effect; activation, % at 10 µM; hits with a dose series show EC50 in µM;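 active = activation above 40% with more than 50 cells counted in the well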;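 note: U2OS osteosarcoma cells stably expressing GPR55 and beta-arrestin-GFP; plate controls were DMSO negative control for no effect and LPI positive control for full effect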
KOR beta-arrestin-2: KOR agonists, beta-arrestin recruitment, primary screen, cell-based, luminescence, uHTS (AID 1777) | KOR beta-arrestin recruitment, luminescence; higher % means a stronger effect | activation, % at 10 µM, or EC50 in µM where a hit was titrated | actives 0.02% (n = 280,000); in the data active = activation above about 50%, passing the limit was not always enough; note: a part of the inactive calls stands beside numbers as strong as those of hits
GPR55 antagonists: GPR55 antagonists blocking LPI-driven arrestin recruitment, primary screen, imaging, U2OS, beta-arrestin-GFP, LPI agonist (AID 2013) | G-protein coupled receptor 55 (Homo sapiens) | U2OS GPR55 beta-arrestin-GFP translocation imaging, LPI antagonism; higher % means a stronger effect | inhibition, % at 10 µM, or IC50 in µM where a hit was titrated | actives 0.13% (n = 290,000);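 active = spots per cell inhibited over 60%, with over 100 cells counted and total cytoplasm intensity under 500,000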;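 note: U2OS cells stably carrying GPR55 and arrestin-GFP stimulated by 5 µM LPI near EC80; imaged beta-arrestin-GFP aggregate spots per cell after agonist stimulation; plate controls were LPI-stimulated DMSO wells for no effect and DMSO wells without LPI for full effect; some results filed as inactive read as strong as hits; confirmed hits need IC50 under 10 µM and bright autofluorescent wells are also inconclusive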
NOD1 inhibition: NOD1 signaling inhibitors, primary screen, cell-based, luminescence, uHTS (AID 1578); NOD1-driven NF-kB luciferase reporter cells, luminescence; higher % means a stronger effect; inhibition, % at 4 µM; hits with a dose series show EC50 in µM; actives 1% (n = 290,000); in the data active = inhibition mostly above about 36%, no sharp cut-off; inactive = mostly below about 34%;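 note: HEK-293T reporter cells stimulated with the NOD1 agonist gamma-tri-DAP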
HIV fusion peptide: inhibitors of HIV fusion peptide binding, primary screen, biochemical, uHTS, fluorescence dequenching (AID 1986) | cell-free peptide binding, fluorescence dequenching, 30 min; higher % means a stronger effect | inhibition, % at 20 µM; hits with a dose series show IC50 in µM | actives 0.3% (n = 290,000); in the data active = inhibition mostly above about 52%, no sharp cut-off; inactive = mostly below about 76%; note: some results filed as inactive read as strong as hits
GPR35 antagonists: GPR35 antagonists blocking zaprinast-driven arrestin recruitment, primary screen, imaging, U2OS, beta-arrestin-GFP, zaprinast agonist (AID 2058). inhibition, % at 10 µM, or IC50 in µM where a hit was titrated. actives 0.052% (n = 290,000). U2OS GPR35 beta-arrestin-GFP translocation imaging, zaprinast antagonism; higher % means a stronger effect;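 active = inhibition of at least 50% with at least 30 cells and total cytoplasm GFP at most 10,000,000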
Dengue-2 NS5 capping pilot replicate: further read-out of Dengue-2 NS5 capping, marked with its call; inhibition, %; measured here: pilot screen replicate inhibition
Active calls of the source: *; nt = not tested or not shown; [ ] = remark or other dose. Only part of the results is shown; the hit share may differ from the screen's.

SMILES	Dengue-2 NS5 capping	West Nile antiviral	KOR beta-arrestin-1	GPR55 activation	KOR beta-arrestin-2	GPR55 antagonists	NOD1 inhibition	HIV fusion peptide	GPR35 antagonists	others
Cc1cccc2cc(C#N)c(SCC(=O)NCc3cccs3)nc12	0.9%	-0.7%	12.5%	-0.2%	-0.5%	5.8%	-9.9%	1.1%	2.2%
Cc1cc(=O)[nH]c(Sc2c(-c3ccccc3)c3ccccc3[nH]c2=O)n1	0.7%	1.4%	-7.0%	-0.1%	0.8%	9.4%	20.0%	0.2%	13.7%
N#Cc1ccc(C23CC4(C2)[C@H](CN(Cc2cccnc2)[C@@H]4c2ccccc2)C3c2ccccc2)cc1 (stereo partly specified)	-7.4%	0.2%	1.2%	-0.1%	nt	6.8%	10.7%	0.0%	-14.9%
O=S(=O)(c1ccc(F)cc1)N1CCN(CC2CC3C=CC2C3)CC1 (stereo unspecified)	8.1%	-0.9%	-16.0%	-0.1%	-3.0%	3.8%	-33.1%	-0.8%	13.6%
COc1cc(/C=C/C(=O)OCC(=O)NCc2cccs2)ccc1OCC#N	1.1%	0.2%	-32.8%	-0.1%	8.8%	-12.6%	5.7%	-2.2%	-17.2%
CCOC(=O)C1=C(C)Nc2nc3ccccc3n2C1c1cccs1 (stereo unspecified)	-3.8%	-0.6%	-21.6%	0.5%	-0.5%	7.2%	-21.8%	-0.8%	-9.5%
Cc1cc(NC(=O)C(C)C)ncc1NC(=O)c1ccco1	0.8%	0.0%	-52.3%[20 µM]	1.1%	-2.6%	-0.5%	-28.9%	-0.8%	5.6%
CCc1ccc(N(CC(=O)NC)S(C)(=O)=O)cc1	3.9%	0.0%	9.3%	0.0%	-4.3%	12.2%	-17.3%	0.2%	-13.1%
CCN(CC)c1ccc(NC(=O)Nc2ccccc2)cc1	-27.3%	-1.0%	38.6%	-0.1%	-4.7%	-18.2%	-7.3%	-2.4%	-8.2%
CCCc1nnc(-c2ccc(OC)cc2)o1	0.0%	-0.2%	18.1%	-0.4%	-4.0%	14.5%	-45.1%	-1.6%	7.5%
COc1ccc(-c2c(C)oc3c(CN4CCOCC4)c(O)ccc3c2=O)cc1OC	-7.8%	-0.5%	3.3%	0.0%	-3.5%	11.7%	-11.9%	-0.1%	3.6%
Cc1ccc(C(=O)N/C(=C/c2ccc(-c3cccc([N+](=O)[O-])c3)o2)C(=O)NC(C)(C)C)cc1	2.9%	0.0%	0.5%	0.1%	12.8%	-4.8%	-2.8%	-1.8%	-9.8%
CN(C)C(CNC(=O)c1ccc(C(=O)c2ccccc2)cc1)c1ccccc1 (stereo unspecified)	-3.6%	-0.6%	-9.9%	-0.1%	-0.7%	2.8%	-25.7%	-1.4%	-11.2%
N#Cc1ccc(-c2cn(-c3ccccc3)c3[n+]2CCCS3)cc1	4.4%	0.4%	-25.6%	0.2%	4.2%	-10.1%	-39.0%	-0.5%	-4.6%
O=C(c1ccccc1)N1CCN(C(=O)c2cc3ccccc3o2)CC1	1.6%	0.1%	29.9%	-0.1%	0.6%	0.1%	25.1%	4.1%	3.7%
CCOc1ccc(S(=O)(=O)N2CC(=O)Nc3ccccc32)cc1	-8.5%	-0.1%	-4.7%	0.2%	-1.8%	-1.9%	-13.0%	-1.2%	-7.5%
O=C1NC(NS(=O)(=O)c2ccccc2)(C(F)(F)F)C(=O)N1c1cccc(Cl)c1 (stereo unspecified)	0.0%	0.2%	-30.0%	0.6%	6.5%	-14.4%	48.5%	1.8%	-20.7%
Cn1c(=NC(=O)C2=NNC(=O)CC2)sc2ccccc21	-10.5%	0.6%	3.4%	0.0%	-8.4%	1.9%	-25.7%	1.1%	5.4%
Fc1ccc(CSc2ccc3nnc(-c4cccs4)n3n2)cc1	nt	0.8%	-10.2%	0.1%	6.4%	-9.1%	-15.1%	0.7%	6.4%
O=c1cc(CSc2ccc(Cl)cc2)nc(-c2ccncc2)[nH]1	-4.2%	0.6%	-63.0%	-0.2%	-0.5%	2.4%	-39.4%	0.6%	8.9%
Cc1ccc2[nH]c(O)c(N=NC(=O)CCc3ccccc3)c2c1Br	-3.2%	1.9%	3.8%	-0.2%	-1.9%	1.0%	-36.7%	1.9%	-3.7%
Cc1nc(CC(=O)Nc2nc(C(C)(C)C)cs2)cs1	2.4%	-0.1%	15.2%	0.3%	0.4%	3.4%	9.0%	-1.6%	-0.2%
Cc1ccc(NC(=S)N/N=C2\CC(C)(C)Oc3ccc(O)cc32)cc1	-4.5%	-0.7%	18.1%	-0.2%	-5.0%	-0.9%	-24.6%	-3.2%	7.3%
CCn1c(=O)n(CC)c2cc(NC(=O)C(C)c3ccccc3)c(Br)cc21 (stereo unspecified)	-3.9%	-0.9%	-3.9%[20 µM]	0.5%	0.1%	-13.1%	-14.2%	0.3%	9.7%	Dengue-2 NS5 capping pilot replicate=-7.3
CC(NCC(O)COCc1cccs1)C1CC2CCC1C2 (stereo unspecified)	-6.5%	-0.5%	-6.4%	-0.2%	-1.4%	0.4%	-13.3%	-2.5%	-3.3%
Cc1ccc(CN2C(=O)NC(Cc3c[nH]c4ccccc34)C2=O)cc1 (stereo unspecified)	-5.8%	-0.6%	-20.6%	-0.3%	8.1%	-0.9%	20.2%	-0.2%	10.2%
CCOC(=O)CC1COc2ccccc2N1C(=O)c1ccc(F)cc1 (stereo unspecified)	-6.8%	-0.8%	3.5%	-0.3%	1.6%	21.2%	-16.5%	-1.5%	-10.5%
CSc1ccccc1NC(=O)CN(C)S(=O)(=O)c1ccc(F)cc1	3.9%	-0.4%	20.3%	-0.1%	4.7%	1.4%	-4.8%	-0.7%	3.5%
Cc1ccc2[nH]c(-c3cccc(N)c3)cc2c1	4.0%	0.0%	9.1%	-0.1%	-3.6%	15.2%	-89.8%	-1.7%	-15.3%
COCCNC(=O)COC(=O)c1ccc(OCC(=O)Nc2ccccc2OC)c(OC)c1	-7.9%	-0.5%	-29.6%	-0.7%	-1.6%	-12.4%	-8.4%	-0.4%	-11.2%
COc1cc(NC(=O)c2ccc(Cl)cc2)c(OC)cc1NC(=O)CN1CCOCC1	8.9%	0.6%	6.0%	-0.2%	-3.0%	8.9%	-5.0%	1.1%	11.9%
O=C(NCC(=O)N(c1ccccc1)C(C(=O)NC1CCCCC1)c1ccncc1)c1ccco1 (stereo unspecified)	0.0%	-0.2%	-11.1%	0.4%	9.1%	0.2%	-7.6%	3.6%	15.9%
CCOCCCNCc1cc(Cl)cc(Cl)c1OCC	0.0%	-0.9%	24.3%	-0.2%	2.7%	-2.2%	-29.9%	0.0%	-2.9%
CN1CC(=O)N(CC(=O)Nc2ccc(N(C)C)cc2)c2ccccc2C1=O	12.6%	0.9%	-14.2%	-0.2%	10.1%	-12.3%	0.4%	-0.7%	2.3%
COCc1cc(C)nc(NCCO)c1C#N	-2.4%	1.0%	-4.8%	0.0%	0.7%	-2.9%	-9.4%	-0.4%	16.1%
O=C(NC1=NCCS1)c1ccc(Cl)c(S(=O)(=O)N2CCCCC2)c1	0.0%	1.4%	10.5%	0.2%	-1.6%	11.2%	-11.2%	-2.4%	2.9%
CCN1CCCC(CO)(Cc2ccccc2)C1 (stereo unspecified)	0.7%	0.2%	-16.0%	-0.1%	-6.3%	-0.8%	-45.9%	0.8%	-3.0%
CCCCCC(=O)Nc1ccc(Cl)cn1	-7.0%	-0.1%	-10.9%	0.0%	2.2%	-44.1%	4.1%	0.5%	6.0%
COc1ccc(/C=C/c2nc3ccccc3n2Cc2ccc(OC)c(OC)c2)cc1	0.0%	0.1%	15.0%	0.5%	-2.2%	4.3%	-53.3%	-2.5%	8.1%
Cc1cc(NC(=O)CCC(=O)N(CCC(C)C)C(C(=O)NC2CCCC2)c2cccnc2)no1 (stereo unspecified)	-2.4%	-1.1%	-39.3%	0.0%	1.8%	16.6%	-19.6%	3.0%	14.6%
OCC[C@@H]1C[C@H](O)[C@@H](O)[C@@]2(OCc3ccccc32)O1	2.5%	-0.3%	-11.2%[20 µM]	-0.2%	0.7%	5.9%	-1.4%	2.0%	12.4%
Cc1c(NC(=O)C(C)OC(=O)CNC(=O)c2ccc(C(C)(C)C)cc2)c(=O)n(-c2ccccc2)n1C (stereo unspecified)	1.6%	-0.1%	-11.3%	-0.3%	-1.3%	2.6%	-5.9%	-1.6%	-2.6%
CCOc1cc(N2CCOCC2)c(OCC)cc1NC(=O)c1nc2nccc(C)n2n1	nt	nt	-3.7%	-0.1%	-8.4%	11.9%	-8.4%	28.7%	17.8%
O=C(CSc1nnc(-c2cnccn2)n1Cc1ccco1)c1ccc2ccccc2c1	1.4%	nt	14.3%	0.4%	0.6%	24.7%	-14.8%	3.9%	14.4%
C/C(=N/NC(=O)c1ccoc1C)c1ccc(NC(=O)c2ccncc2)cc1	-3.9%	-0.1%	24.7%	0.0%	7.2%	12.0%	-28.9%	-2.3%	-4.8%
COC(=O)c1oc(-c2ccccc2)nc1C	-11.7%	0.3%	-26.8%	-0.4%	2.7%	4.3%	-28.7%	0.7%	5.4%
O=C(COC(=O)CCC(=O)c1cccs1)Nc1cccc(S(=O)(=O)N2CCOCC2)c1	-14.8%	-0.3%	-10.3%	0.5%	2.3%	-11.0%	16.2%	-2.0%	7.9%
O=C1CCCN2N=C(SCC(=O)N3CCCCC3)SC2=N1	-9.3%	-0.1%	9.5%	-0.1%	0.5%	6.4%	-9.0%	-1.0%	0.4%
CN1C(=O)CC(C(=O)O)SC1=Nc1ccc(F)cc1 (stereo unspecified)	-7.2%	1.1%	3.6%	-0.3%	-6.8%	1.8%	-14.2%	2.4%	-4.4%
COc1cc(NC(=O)c2ccccc2-c2ccccc2)cc(OC)c1	1.9%	-0.8%	-34.0%	0.0%	0.3%	13.4%	-25.8%	-1.7%	-16.8%
C/C(=C\c1ccco1)C1C(C#N)=C(N)OC2=C1C(=O)CC(C)(C)C2 (stereo unspecified)	4.9%	0.2%	30.6%	-0.1%	-2.4%	15.8%	-8.2%	17.6%	-15.2%
CCOC(=O)Cc1csc(NC(=O)CSc2nc(-c3ccccc3)c(C#N)c(=O)[nH]2)n1	-0.7%	0.4%	16.3%	0.4%	7.4%	2.1%	-50.8%	10.5%	0.4%
CCOc1ccc(S(=O)(=O)N2CCC(C(=O)NCCc3ccc(S(N)(=O)=O)cc3)CC2)cc1	-0.3%	-0.1%	-14.1%	-0.2%	-3.0%	-7.3%	-8.6%	0.6%	5.2%
CCN(c1ccccc1)S(=O)(=O)c1ccc(Cl)c(C(=O)NCCc2ccc(OC)cc2)c1	0.6%	-0.9%	nt	0.2%	-2.8%	11.8%	28.6%	-0.2%	8.8%
